Pf growth 96h: inhibits malaria parasite growth, 96 h. Potency, µM (doses to about 28.7 µM), for the others: at the highest dose activity change, negative = inhibition, most hits filed as inhibitors. AID 504834. P. falciparum luciferase reporter growth, 96 h. 320,000 compounds, 6.9% hits; also: potency is read from the fitted curve at half-maximal effect; % is scaled to controls: 0 for no effect and ±100 for the full control effect
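P. falciparum expressing integrated firefly luciferase grown in erythrocytes (2% hematocrit, 0.05% parasitemia final) with compounds for 96 hours at 37 C, 5% CO2. Growth inhibition read as loss of luminescence after adding luciferase detection reagent.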
FBPA Giardia inh: inhibitors of Giardia lamblia fructose-1,6-bisphosphate aldolase. Potency, µM (titrated, usually from 59.6 µM), for inactives: at the top dose activity, negative = inhibition, most hits filed as inhibitors. A8B2U2. 290,000 compounds, 0.71% hits. purified Giardia FBPA. AID 2451; also: potency is read from the fitted curve at half-maximal effect; % is scaled to controls: 0 for no effect and ±100 for the full control effect; nearly all actives have a fitted effect of over 55% in size
Target sequence (A8B2U2 whole entry, looked up): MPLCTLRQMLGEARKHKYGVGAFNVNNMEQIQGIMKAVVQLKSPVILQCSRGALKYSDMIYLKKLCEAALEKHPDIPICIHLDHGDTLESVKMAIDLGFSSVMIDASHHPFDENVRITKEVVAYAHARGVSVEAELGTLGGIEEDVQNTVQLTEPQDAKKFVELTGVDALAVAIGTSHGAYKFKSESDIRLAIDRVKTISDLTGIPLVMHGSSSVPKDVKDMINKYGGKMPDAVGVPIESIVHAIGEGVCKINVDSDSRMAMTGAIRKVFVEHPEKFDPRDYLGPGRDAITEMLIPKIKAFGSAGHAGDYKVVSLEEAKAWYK
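40 nM FBPA preincubated 10 min at RT with compound (up to 57.5 uM final), then substrate plus GAPDH/TPI/NAD/arsenate coupling and diaphorase/resazurin added. Fluorescence read after 20 min at RT, 525/598 nm.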
HCV inhibitor: inhibitors of hepatitis C virus infection | Huh7.5.1 HCVcc-Cre infection, luciferase reporter, 44 h | Potency, µM (highest dose often 41.8 µM), for inactives: at the highest dose activity change, negative = inhibition, most hits filed as inhibitors | 340,000 compounds, 3.4% hits | AID 651820; also: potency is read from the fitted curve at half-maximal effect; % is scaled to controls: 0 for no effect and ±100 for the full control effect
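Cells seeded at 1,000/well and cultured 4 h, then compounds added followed by HCVcc-Cre virus (~0.5 moi). After 44 h further culture, luciferase substrate was added, plates held 15 min at room temperature, and luminescence read for 15 sec.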
CHX counter: counter-screen hit for Shiga toxin inhibitors, cycloheximide | cell reporter, cycloheximide protein synthesis inhibition counterscreen | max response, % | 300,000 compounds, 12% hits | AID 2314; in the data active = max response mostly above about 13%, no sharp cut-off; inactive = mostly below about 14%; also: read at 38.3 µM for the half of the compounds with a filed dose; 0% is about no effect
Pf growth 48h: inhibits P. falciparum growth in the first generation, 48 h | AID 504832 | Potency, µM (series often up to 28.7 µM), without a hit: top-dose activity change, negative = inhibition, hits mostly inhibitors | 310,000 compounds, 5.9% hits | P. falciparum luciferase growth in erythrocytes, 48 h; also: potency is read from the fitted curve at half-maximal effect; % is scaled to controls: 0 for no effect and ±100 for the full control effect
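Erythrocytes infected with P. falciparum carrying an integrated firefly luciferase reporter (2% hematocrit, 0.1% parasitemia final) were exposed to compounds in RPMI 1640 with 0.5% Albumax at 37 C, 5% CO2. Growth inhibition was scored as reduced luminescence.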
Shiga toxin inh: Shiga toxin inhibition; 290,000 compounds, 9.2% hits; AID 2315; Vero cells, Shiga toxin protein synthesis inhibition reporter; inhibition, % at 38.7 µM; in the data active = inhibition mostly above about 28%, no sharp cut-off; inactive = mostly below about 43%; also: 0% is about no effect
* hit, by the source's call; i = inactive; u = inconclusive; x = no result given; [ ] = dose if it differs, or a comment. Unless noted, calls follow the shape of the dose curve; as a rule, active = well fitted curve in the direction sought with a large enough effect; inconclusive = small, poorly fitted or top-dose-only effect, or another doubt; inactive = no such curve, though single readings can be large; an effect the other way counts as inactive or inconclusive.

Values run as follows: Pf growth 96h | FBPA Giardia inh | HCV inhibitor | CHX counter | Pf growth 48h | Shiga toxin inh
C/C(=N\NC(=O)c1cc(C)[nH]n1)C(C)(C)C
    u | -0.6% | 32.5%[activator] | 2.4 | 4.7% | 18.1
COc1ccc(C(=O)CSc2ccccc2C(=O)O)cc1
    304.4%[activator] | 11.3% | 12.5% | 13.7 | 422.2%[activator] | 23.6
Cc1ccc(Nc2ccccc2)nn1
    54.2%[activator] | 0.2% | 3.3% | 14.8 | 11.7% | 24.7
O=C(Nc1ccc2nccnc2c1)Nc1ccccc1Cl
    u | u | -22.6% | 31.7* | 8.28µM* | 61.8*
CC1(C)C(c2cccs2)=NC(c2ccccc2)N1O (stereo not drawn)
    9.28µM* | -1.4% | -1.8% | -0.7 | 39.4%[activator] | 19.0
COc1ccc(C2=NN(CCC(=O)NCc3cccs3)C(=O)CC2)cc1
    u | 3.5% | 1.0% | -1.2 | 4.0% | -5.7
CCOc1ccc(OCCOC(=O)C2CCN(S(=O)(=O)c3ccc(C)c(C)c3)CC2)cc1
    8.8% | x | 3.1% | x | -15.7% | x
COc1ccc(CNCC(O)(c2ccc(Cl)cc2)c2ccc(Cl)cc2)cc1
    1.04µM* | 1.0% | u | -3.0 | 1.17µM* | -14.3
Cc1ccccc1C1CC(=O)Oc2ccc(O)cc21 (stereo not drawn)
    x | -25.0%[89.2 µM] | x | -2.7 | x | i
Cn1ccc(/C=N/N=C2/NC(=O)CS2)n1
    u | -23.8% | 5.9% | -0.5 | -10.6% | -8.2
c1cc2c(cc1-c1[nH]ncc1CN1C[C@H]3CC[C@H]1C3)OCO2
    u | 1.9% | -7.6% | -1.6 | 39.6%[activator] | 4.3
CCOC(=O)N1CCN(C(=O)C2CCCN(Cc3nc(-c4ccc(Cl)cc4)oc3C)C2)CC1 (stereo not drawn)
    10.4µM* | 4.3% | 1.41µM* | -3.7 | x | -1.1
Cc1cc(NC(=O)OC(C)C)ccc1-c1ccc(NC(=O)OC(C)C)cc1C
    u | 0.7% | -14.1% | 3.1 | -16.4% | 31.0
NC(Cc1ccccc1)C(O)c1ccco1 (stereo not drawn)
    x | 0.0% | x | 3.7 | x | 20.6
O=C(CNC(=O)c1cccc(F)c1)N/N=C/c1cccc([N+](=O)[O-])c1
    u | -12.9% | -24.1% | -1.3 | 9.0% | -4.2
CCCn1c(SCC(=O)N2CCCCC2)nc2c1c(=O)n(C)c(=O)n2C
    -2.7% | 7.0% | -23.1% | -2.8 | 3.1% | -5.9
N#C/C(=C/c1ccc([N+](=O)[O-])cc1)C(=O)Nc1ccccc1O
    -20.0% | -14.3% | 4.2% | 62.4* | -4.2% | 74.3*
COc1cc(NC(=O)CN2CCN(S(=O)(=O)/C=C/c3ccccc3)CC2)cc(OC)c1OC
    u | x | u | x | u | x
CCCn1nc(C(=O)OCC(=O)NC(C)c2ccccc2)c2ccccc2c1=O (stereo not drawn)
    3.7% | 6.3% | 24.5% | -1.6 | 23.6% | -7.6
Cc1csc(Sc2ccc([N+](=O)[O-])cc2C(=O)OCC(=O)NC2CCCC(C)C2C)n1 (stereo not drawn)
    1.1% | 1.4% | u | -4.4 | 16.6% | -14.8
COc1ccccc1C(=O)Nc1ccc(S(=O)(=O)N2CCOCC2)cc1
    18.0% | 3.3% | 7.6% | -0.7 | -20.7% | 11.4
CC(C)(C)c1cc(NC(=O)Nc2ccccc2)no1
    103.8%[activator] | -3.6% | -10.6% | 32.6* | 48.7%[activator] | 70.3*
COc1ccc(C2=NN(C(=O)COC(=O)c3ccc(NC(=O)CC#N)cc3)C(c3ccco3)C2)cc1 (stereo not drawn)
    u | x | 10.9% | x | 11.7µM* | x
O=C(CN1CCN(Cc2ccc(F)cc2Cl)CC1)NCc1ccccc1
    u | 4.9% | u | -1.7 | -17.5% | -2.7
COC(=O)c1c(C)[nH]c(C)c1-c1ccc([N+](=O)[O-])cc1
    -29.0% | 0.9% | u | -6.3 | u | 21.5
CCC(=O)C1CCCN(C(=O)CCc2nnc(-c3ccc(C(C)=O)s3)o2)C1 (stereo not drawn)
    56.9%[activator] | 10.1% | 0.9% | 40.4* | 10.9% | 97.7*
COc1ccc(N2CCN(c3nc4c(C)cccn4c(=O)c3C=C(C#N)C#N)CC2)cc1
    -12.2% | -0.1% | 12.7% | -3.4 | -11.7% | -10.5
Cc1cc(N2CCOCC2)ccc1/C=C1/SC(=O)NC1=O
    -12.9% | 10.4% | 9.0% | 30.9* | 405.3%[activator] | 82.2
O=c1[nH]c(=S)n(-c2ccccc2F)c(O)c1C=NCCN1CCNCC1
    7.0% | -3.9% | 13.4% | -5.8 | -14.6%[0.00184 µM] | -4.3
COc1ccc(-c2cn3c(n2)CCC3)cc1
    -5.2% | -2.8% | -5.2% | 37.8* | 77.7%[activator] | 53.7*

Full records from above. Order of screens: Pf growth 96h, FBPA Giardia inh, HCV inhibitor, CHX counter, Pf growth 48h, Shiga toxin inh
Shown for CCOc1ccc(OCCOC(=O)C2CCN(S(=O)(=O)c3ccc(C)c(C)c3)CC2)cc1 : 8.8%, x, 3.1%, x, -15.7%, x
Shown for Cc1csc(Sc2ccc([N+](=O)[O-])cc2C(=O)OCC(=O)NC2CCCC(C)C2C)n1 (stereo not drawn) : 1.1%, 1.4%, u, -4.4, 16.6%, -14.8

More entries:
smiles | Pf growth 96h | FBPA Giardia inh | HCV inhibitor | CHX counter | Pf growth 48h | Shiga toxin inh
C=CCCC(=O)N1CCC(n2nccc2NC(=O)c2ccc(OC)cc2)CC1 | 11.7µM* | x | 1.9% | 37.3* | -7.4% | 33.1
O=C(Nc1ccc(S(=O)(=O)NCc2ccccc2)cc1)c1ccccc1[N+](=O)[O-] | 0.0% | 3.0% | 2.2% | -2.8 | 21.0% | -8.7
O=C(CSc1ccc2nnc(-c3ccncc3)n2n1)Nc1ccccc1F | u | 5.1% | 5.0% | -2.5 | x | -2.1
Cc1cccc(C)c1NC(=S)N(CCc1ccncc1)C(C)C | u | -2.9% | 8.3% | 1.1 | -5.8% | -11.1
Cc1ccc(-c2nnc(N3CC(C)OC(C)C3)c3ccccc23)cc1 (stereo not drawn) | u | 11.2% | -5.2% | -3.0 | u | -6.1
COc1ccc(CCNC(=O)COC(=O)c2ccc(F)c(S(=O)(=O)N3CCOCC3)c2)cc1 | 12.3% | x | -9.6% | x | u | x
Cc1ccc2[nH]c(C)c(CCNCc3ccco3)c2c1 | 31.5%[activator] | -8.0% | -19.0% | 11.7 | -4.2% | -1.7
CCCCc1ccc(NC(=S)NCCc2ccc(S(N)(=O)=O)cc2)cc1 | 0.0% | -7.6% | 13.1% | 12.1 | -17.3% | -2.4
O=C(NC1CCCCCC1)C1CCN(C(=O)c2ccc(Cl)cc2)CC1 | u | x | 6.2% | x | -23.6% | x
O=C(COc1ccc2c(-c3ccccc3)cc(=O)oc2c1)N[C@H](Cc1c[nH]c2ccccc12)C(=O)O | 91.0%[activator] | 28.5% | u | 0.4 | 60.8%[activator] | -4.1
CCOC(=O)c1nc2nc(C)cc(=O)n2[nH]1 | -0.7% | u | 11.0% | -1.4 | -1.8% | 2.4
Cn1c(=O)oc2cc(S(=O)(=O)Nc3ccc(Cl)cc3)ccc21 | 64.5%[activator] | 0.9% | -5.9% | 1.6 | -0.3% | x
Fc1ccc(C2CC(c3ccco3)n3ncnc3N2)cc1 (stereo not drawn) | 13.4% | -0.6% | -20.5% | -1.6 | -0.6% | 19.6
CC(=O)c1c(COC(=O)c2cccc(C)c2)nc2ccccc2[n+]1[O-] | 40.1%[activator] | 0.4% | u | -0.5 | 29.8% | -7.2
COc1cc(NS(=O)(=O)c2ccc(F)cc2)c(OC)cc1NC(=O)C1CC1 | u | -16.8% | x | 11.1 | -24.6% | -1.6
O=C(CN(C(=O)CCC(=O)Nc1ccccn1)c1cccc(F)c1)NCc1ccc(F)cc1 | u | x | -3.8% | -4.9 | 0.4% | 3.6
O=C(O)CCCC(=O)Nc1cc([N+](=O)[O-])ccc1O | 13.1µM* | 1.5% | 8.6% | -1.8 | 3.1% | -2.4
COc1ccc(/C=C/C(=O)OCC(=O)N2CC(=O)Nc3ccccc32)cc1 | u | 1.2% | -4.1% | -1.0 | -5.4% | -16.9
O=[N+]([O-])c1ccc(CSc2ccc(S(=O)(=O)N3CCCCCC3)cn2)cc1 | u | x | u | x | u | x
CCN(CC)c1ccc(NC(=O)c2ccc(=O)[nH]c2)cc1S(=O)(=O)Nc1ccc(OC)cc1 | 9.28µM* | x | u | x | u | x
NS(=O)(=O)c1ccc(CCNC(=O)c2cnccn2)cc1 | 32.4%[activator] | 0.8% | 18.9% | 3.4 | 15.3% | -1.7
C=CCSc1nnc(-c2ccc(Cl)cc2Cl)o1 | 44.1%[activator] | 5.4% | -9.3% | 43.1* | 197.3%[activator] | 92.2*
COc1ccc(/C=N/NC(=O)Cn2cnc3c2c(=O)n(C)c(=O)n3C)cc1 | 3.6% | 6.4% | 34.7%[activator] | -1.8 | 12.9% | -13.4
CC(=O)c1ccc(NC(=O)/C(=C\c2ccccc2)NC(=O)c2ccco2)cc1 | 58.4%[activator] | 6.7% | 0.9% | 6.5 | -3.4% | 1.2
COc1cc2c(cc1OC)CN(Cc1ccc(F)cc1)CC2 | -3.8% | u | -5.4% | -3.6 | -0.9% | -4.1

Single values from the entries so far:
Value for CCCCc1ccc(NC(=S)NCCc2ccc(S(N)(=O)=O)cc2)cc1 in FBPA Giardia inh: -7.6%
Value for COc1ccc(/C=C/C(=O)OCC(=O)N2CC(=O)Nc3ccccc32)cc1 in HCV inhibitor: -4.1%

Continued:
smiles | Pf growth 96h | FBPA Giardia inh | HCV inhibitor | CHX counter | Pf growth 48h | Shiga toxin inh
NC(=O)C1CCN(CC(=O)NCc2ccccc2)CC1 | -13.2% | -0.6% | 5.8% | -1.7 | x | 33.6
COc1cc(NC(=O)Cn2ncc3c2-c2ccccc2OC3)cc(OC)c1OC | u | -2.2% | -11.3% | -5.7 | x | -11.4
Cc1nc2ccccc2n1/C(=N/S(=O)(=O)c1ccc(Br)cc1)c1ccccc1 | -21.3% | -9.7% | 11.3% | 9.9 | -19.1% | -2.0
Cc1cc2nc(SCCOC(=O)Nc3cccc(Cl)c3)nc(C)c2cc1C | 26.0% | -4.8% | u | -1.9 | 8.9% | -3.0
CCCc1cnc(N2CCN(C(=O)c3ccc(OC)cc3)CC2)nc1 | u | -3.4% | u | 0.8 | u | -8.4
CCCc1cc(=O)c2ccc(OC/C(C)=N/O)cc2o1 | -0.2% | 2.0% | u | 1.6 | -5.1% | -0.3
Cc1cccc(-n2cnc3c(c2=O)c2nc4ccccc4nc2n3Cc2ccco2)c1 | 84.3%[activator] | -19.5% | u | 12.9 | u | 30.7
Cc1ccc(S(=O)(=O)NCC(=O)N2CCC(C)CC2)cc1 | u | 0.6% | 11.0% | -5.3 | x | -5.7
CC1(C)CC(=O)C=C(NCCCNC2CCCCC2)C1 | 7.7% | 6.0% | 6.2% | 3.5 | -0.6% | 6.6

Part of the list above, reduced to Pf growth 48h, CHX counter and Pf growth 96h:
mol,Pf growth 48h,CHX counter,Pf growth 96h
C=CCCC(=O)N1CCC(n2nccc2NC(=O)c2ccc(OC)cc2)CC1,-7.4%,37.3*,11.7µM*
O=C(Nc1ccc(S(=O)(=O)NCc2ccccc2)cc1)c1ccccc1[N+](=O)[O-],21.0%,-2.8,0.0%

Source: PubChem (National Center for Advancing Translational Sciences (NCATS))
